# TRPC6 activator – mouse TRPC6 channel activators, primary screen, cell-based, HEK293, membrane potential dye. Short transient receptor potential channel 6 (Mus musculus), Q61143. AID 2550, 2010. B-score at 10 µM. HEK293-TRPC6 membrane potential dye fluorescence; active compounds read high. 310,000 compounds, 0.13% hits;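 active means B-score of the integrated fluorescence ratio above library mean plus 3 SD, and starting fluorescence ratio within library mean plus 5 SD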;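 further: higher score means more depolarization so channel activation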
# TRPC6 inh – mouse TRPC6 channel inhibitors, primary screen, cell-based, HEK293, membrane potential dye | B-score at 10 µM | 310,000 compounds, 1.1% hits | ACh-evoked depolarization; active compounds read low;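 active means B-score under library mean minus 3 SD, initial fluorescence not abnormally high, positive integrated signal ratio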;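 further: B-score derived from integrated fluorescence ratio over the kinetic read; more negative B-score means stronger inhibition of depolarization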
# HIF act – HIF pathway transcriptional activators, primary screen, cell-based, U2OS HRE-luciferase, luminescence. U2OS HRE-luciferase reporter; normalized: DMSO 0%, desferrioxamine 100%. activation, % at 7.5 µM (by protocol). 300,000 compounds, 0.32% hits. AID 1910, 2009;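 active means mean activation of at least 10% of the iron chelator positive control signal, with at least half of replicates also reaching 10%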
# TRPC4 inh – inhibitors of mouse TRPC4 channel, primary screen, Fluo4 calcium, HEK293 TRPC4beta/mu-opioid cells. Short transient receptor potential channel 4 (Mus musculus), Q9QUQ5. DAMGO-evoked Fluo4 calcium flux; active compounds read low. B-score at 10 µM. 300,000 compounds, 0.39% hits. AID 2247, 2010;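 active means B-score over 3 SD under the library average, no early fluorescence shift, positive overall ratio signal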
# Target sequence (Q9QUQ5 whole entry, looked up): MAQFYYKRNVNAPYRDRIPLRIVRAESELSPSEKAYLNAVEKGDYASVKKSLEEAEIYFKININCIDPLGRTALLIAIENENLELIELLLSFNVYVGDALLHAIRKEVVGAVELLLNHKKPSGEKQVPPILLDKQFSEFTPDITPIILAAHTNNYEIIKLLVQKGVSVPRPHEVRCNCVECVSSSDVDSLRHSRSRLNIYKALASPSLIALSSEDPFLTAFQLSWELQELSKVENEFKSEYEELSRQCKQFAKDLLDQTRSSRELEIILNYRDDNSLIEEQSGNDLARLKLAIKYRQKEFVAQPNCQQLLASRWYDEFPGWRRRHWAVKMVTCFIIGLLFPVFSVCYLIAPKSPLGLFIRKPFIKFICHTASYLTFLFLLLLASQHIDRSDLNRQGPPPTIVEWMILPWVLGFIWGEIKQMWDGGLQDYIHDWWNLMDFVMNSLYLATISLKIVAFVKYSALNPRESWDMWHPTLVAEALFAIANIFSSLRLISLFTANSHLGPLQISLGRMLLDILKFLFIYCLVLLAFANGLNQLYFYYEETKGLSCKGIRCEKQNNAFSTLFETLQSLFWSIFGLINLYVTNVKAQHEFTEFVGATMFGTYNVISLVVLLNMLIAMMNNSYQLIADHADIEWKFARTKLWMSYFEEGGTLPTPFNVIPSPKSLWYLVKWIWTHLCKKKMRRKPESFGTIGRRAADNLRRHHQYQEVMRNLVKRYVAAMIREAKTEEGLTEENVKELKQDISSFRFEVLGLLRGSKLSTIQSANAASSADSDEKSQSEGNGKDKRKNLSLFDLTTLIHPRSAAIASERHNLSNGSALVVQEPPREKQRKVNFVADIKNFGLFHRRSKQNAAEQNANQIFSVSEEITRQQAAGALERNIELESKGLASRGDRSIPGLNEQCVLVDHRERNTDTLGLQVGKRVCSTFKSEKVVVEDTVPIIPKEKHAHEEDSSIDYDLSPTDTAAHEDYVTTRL
#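 material = TRPC4beta/mu-opioid receptor HEK293 cell line | probe or stimulus = sequential submaximal and maximal DAMGO stimulation | compound dosing = one concentration per compound | measured by = Fluo4 Ca2+ flux fluorescence | evaluation = integrated fluorescence ratio relative to baseline, converted to per-well B score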
# MrgX1 ag – agonists of human MrgX1 receptor, primary screen, HEK293 cells, Fluo-4 calcium flux; Mas-related G-protein coupled receptor member X1 (Homo sapiens), Q96LB2; Fluo-4 calcium fluorescence, agonist mode; active compounds read high; B-score at 10 µM; 310,000 compounds, 0.44% hits;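 active means calcium response B-score plate-corrected fluorescence ratio at least 3 library SD, with starting fluorescence B-score inside 5 SD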
#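 times = overnight plating, then 30 min 37 °C plus 30 min room-temperature dye loading | assay system = stable human MrgX1 HEK293 cell line | input = fifteen thousand cells per well | signal = kinetic calcium dye fluorescence, Fluo-4 NW | dosing = compound delivered in addition one of three | read-out = B-scored fluorescence response ratio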
# TRPC4 act – activators of mouse TRPC4 channel, primary screen, Fluo4 calcium, HEK293 TRPC4beta/mu-opioid cells; 310,000 compounds, 0.49% hits; AID 2237, 2010; B-score at 10 µM; Fluo4 calcium fluorescence; active compounds read high;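 active means B-score above 5 SD of library B-scores, and initial fluorescence ratio not above library mean plus 5 SD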;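 further: positive B-score marks a calcium rise read as TRPC4 activation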
#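 Test system: HEK293 cells stably co-expressing mouse TRPC4beta and mu-opioid receptor | Schedule: Fluo4 dye loading 45 min at room temperature, 110 s recording | Measured by: Kinetic Fluo4 calcium fluorescence, 5 s baseline at 1 Hz | Evaluation: B score of integrated ratio | Controls: Buffer (low) and maximal DAMGO (high)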
# MrgX1 PAM – positive allosteric modulators of MrgX1, primary screen, HEK293 cells, Fluo-4 calcium flux | AID 588675, 2011 | FDSS; active compounds read high | Mas-related G-protein coupled receptor member X1 (Homo sapiens), Q96LB2 | B-score at 10 µM | 310,000 compounds, 0.63% hits;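 active means plate-corrected calcium response at least 3 library SD above typical, normal starting fluorescence, not activating the receptor alone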;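 further: compound read alongside a low EC10 to EC30 dose of BAM8-22 agonist; peak minus trough fluorescence over baseline measured at the second addition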
# MrgX1 antagonist – antagonists of human MrgX1 receptor, primary screen, HEK293 cells, Fluo-4 calcium flux; BAM8-22 antagonism; active compounds read low; B-score at 10 µM; Mas-related G-protein coupled receptor member X1 (Homo sapiens), Q96LB2; AID 588676, 2011; 310,000 compounds, 1.3% hits;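 active means calcium-response B-score plate-corrected more than 3 library SD below zero, starting fluorescence within 5 deviations, no agonist response on first addition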;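 further: peak minus trough fluorescence over baseline after final BAM8-22 challenge near maximal dose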
# PolyA inhibitor – polyadenylation inhibitors in yeast reporter cells, primary screen, luminescence, S. cerevisiae; S. cerevisiae SKY197-pL101 polyadenylation reporter, beta-gal luminescence; efflux-impaired pdr1/pdr3 knockout yeast; score 100 = 6 SD above DMSO; calls only at 12 µM; 300,000 compounds, 0.02% hits; AID 1875, 2009;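 active means lowest replicate activity score at least 50, where 100 means six control SD above control mean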;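 further: yeast exposed to compound for 9 h at 30 °C; higher score means more reporter readthrough which indicates perturbed polyadenylation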
# TRPC4 PAM – positive allosteric modulators of TRPC4, primary screen, cell-based, mouse TRPC4beta, HEK293 mu-opioid, Fluo-4 calcium. Short transient receptor potential channel 4 (Mus musculus), Q9QUQ5. 310,000 compounds, 0.42% hits. B-score at 10 µM. DAMGO EC20, Fluo-4 Ca2+ flux; active compounds read high. AID 2227, 2009;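 active means B-score of calcium response area above 5 SD of library B-scores, with initial fluorescence ratio within 5 SD of library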;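 further: B-score of integrated fluorescence ratio over time as area under calcium response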
# AI-2 QS modul – Vibrio harveyi AI-2 quorum sensing modulators, primary screen, JMH597 strain, luminescence/OD600 ratio; Vibrio harveyi JMH597 AI-2 luminescence/OD600 ratio, 9 h; active compounds read low; strain lacks LuxN and CqsS sensors; 0 = neutral-control median; activity change, % at 7.5 µM; 300,000 compounds, 0.4% hits; in the data active means activity change below about -75%, passing the limit was not always enough;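 further: luminescence divided by OD600 gain over 9 h not by final OD600 alone; inactives centre near 13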
# * hit, by the source's call; i = inactive; / = no result given. This is a subset (hit frequency here may not be typical).
SMILES,TRPC6 activator,TRPC6 inh,HIF act,TRPC4 inh,MrgX1 ag,TRPC4 act,MrgX1 PAM,MrgX1 antagonist,PolyA inhibitor,TRPC4 PAM,AI-2 QS modul
COc1ccc(CCn2cnc3c([nH]c4ccccc43)c2=O)cc1,i,i,2.4,i,i,i,i,i,i,i,35.2
COc1ccc(/C(C)=N/NC(=O)C2CC2)cc1,i,i,0.7,i,i,i,i,i,i,i,2.9
COc1cccc(NC(=O)c2cnc(SC)nc2C)c1,i,i,-10.0,i,i,i,i,i,i,i,24.4
O=C(NC1CCN(Cc2ccccc2)CC1)c1ccccc1OCc1ccccc1,i,i,-1.1,i,i,i,i,i,i,i,10.4
CCOc1ccc(CCNC(=O)CSC(=S)N2CCCC2)cc1OCC,i,i,-0.1,i,i,i,i,i,i,i,-4.6
Cc1cc(/C=C2\SC(=O)NC2=O)c(C)n1-c1ccc(N(C)C)cc1,i,i,-0.6,i,i,i,i,i,i,i,20.1
O=C(Nc1ccc(N2CCOCC2)cc1N1CCOCC1)c1ccc([N+](=O)[O-])cc1Cl,i,i,-0.9,i,i,i,i,i,i,i,2.5
CCOC(=O)c1cnc(SC)nc1Sc1ccccc1Cl,i,i,/,i,i,i,i,i,i,i,1.5
O=C1CC2(CON=C2c2ccc(F)cc2)C(=O)N1c1ccc(F)cc1 (stereo not given),i,i,-0.3,i,i,i,i,i,i,i,11.7
O=C(CC1SCCNC1=O)Nc1cc(Cl)cc(Cl)c1 (stereo not given),i,i,0.5,i,i,i,i,i,i,i,-68.0

# Some of the entries so far, with two lines to a compound:
# The line under a structure holds: TRPC6 activator, TRPC6 inh, HIF act, TRPC4 inh, MrgX1 ag, TRPC4 act, MrgX1 PAM, MrgX1 antagonist, PolyA inhibitor, TRPC4 PAM, AI-2 QS modul
COc1ccc(CCn2cnc3c([nH]c4ccccc43)c2=O)cc1
  i, i, 2.4, i, i, i, i, i, i, i, 35.2
COc1cccc(NC(=O)c2cnc(SC)nc2C)c1
  i, i, -10.0, i, i, i, i, i, i, i, 24.4

# The results go on.
SMILES,TRPC6 activator,TRPC6 inh,HIF act,TRPC4 inh,MrgX1 ag,TRPC4 act,MrgX1 PAM,MrgX1 antagonist,PolyA inhibitor,TRPC4 PAM,AI-2 QS modul
CN(C)S(=O)(=O)N1CCC(Oc2cccc(C(=O)NC3CCOC3)c2)CC1 (stereo not given),i,i,0.2,i,i,i,i,i,i,i,6.9
CCC(C)[C@H](NC(=O)NCc1ccc(OC)c(OC)c1)C(=O)O (stereo not given in full),i,i,-0.3,i,i,i,i,i,i,i,2.2
Cc1ccc(S(=O)(=O)N(CCCN(C)C)Cc2ccc3c(c2)OCO3)cc1,i,i,-1.5,i,i,i,i,i,i,i,7.3
O=C(COC(=O)/C=C/c1ccc([N+](=O)[O-])cc1)NCc1ccccc1,i,i,0.0,i,i,i,i,i,i,i,22.6
CCCCNC(=O)c1cn(CC)c2ccc(S(=O)(=O)N3CCCC3)cc2c1=O,i,i,-0.8,i,i,i,i,i,i,i,22.9
Cc1cc(C)cc(NC(=O)NCC2CCN(Cc3cc(C)ccc3C)CC2)c1,i,i,0.5,i,i,i,i,i,i,i,-11.7
CCOc1cccc(C(=O)Nc2ccc(N(CC)CC)cc2)c1,i,i,3.2,i,i,i,i,i,i,i,13.0
Cc1cc(C(=O)CCl)c(C)n1CCc1ccccc1,i,i,0.3,i,i,i,i,i,i,i,38.4
COc1cccc(N(C(=O)CNC(=O)c2ccco2)C(C(=O)NC2CCCCC2)c2ccncc2)c1 (stereo not given),i,i,-0.8,i,i,i,i,i,i,i,13.4
CC(C)Cn1c(SCC#N)nc2ccccc2c1=O,i,i,-0.3,i,i,i,i,i,i,i,1.6
Cc1nc(NC(=O)c2ccco2)sc1C(=O)Nc1ccc(Br)cc1,i,i,/,i,i,i,i,i,i,i,10.5
S=C(Nc1cccc(Cl)c1)NC1CCCCC1,i,i,-0.4,i,i,i,i,i,i,i,9.0
COC(=O)C(C)n1nc(C)n(-c2ccc(C)cc2)c1=O (stereo not given),i,i,-0.2,i,i,i,i,i,i,i,9.2
Oc1ccc(-c2nnc(-c3ccc(O)cc3)nn2)cc1,i,i,1.9,i,i,i,i,i,i,i,12.2
O=C(O)c1ccccc1NCc1ccco1,i,i,-1.6,i,i,i,i,i,i,i,28.6
CCOC(=O)c1nn(-c2ccccc2C)c(=O)cc1OCC(=O)Nc1cccc(OC)c1,i,i,-0.1,i,i,i,i,i,i,i,22.1
COc1ccc(OC)c(CNc2ccc(F)c(Cl)c2)c1,i,i,-0.4,i,i,i,i,i,i,i,-19.1
Nc1ccc(Cl)c(-c2nc3ncccc3o2)c1,i,i,0.2,i,i,i,i,i,i,i,23.7
Cc1cccc(N(CC(=O)Nc2cccnc2)S(C)(=O)=O)c1,i,i,0.3,i,i,i,i,i,i,i,16.6
COc1ccccc1C(OC(=O)c1cccs1)C(=O)NCC1CCCO1 (stereo not given),i,i,-0.3,i,i,i,i,i,i,i,-3.3
COc1ccc(Nc2nc3nonc3nc2N2CCCCC2)cc1,i,i,-0.2,i,i,i,i,i,i,i,5.2
CCC(C)(C)NC(=O)C(c1ccccc1F)N(C(=O)c1ccn[nH]1)c1ccccc1 (stereo not given),i,i,-0.1,i,i,i,i,i,i,i,4.6
CCN(CC)c1ncnnc1-c1ccccc1,i,i,0.0,i,i,i,i,i,/,i,-2.1
O=C1C2CC=CCC2C(=O)N1c1ccc(NCCc2ccccc2F)c([N+](=O)[O-])c1 (stereo not given),i,i,1.4,i,i,i,i,i,i,i,5.9
CCOC(=O)c1ccc(CS(=O)c2ccc(Cl)cc2)o1 (stereo not given),i,i,0.5,i,i,i,i,i,i,i,29.1
c1ccc(CCNc2cnccn2)cc1,i,i,-16.4,i,i,i,i,i,i,i,19.3
Cc1ccc(S(=O)(=O)Nc2ccccc2F)cc1C(=O)NCCCN1CCCC1=O,i,i,0.1,i,i,i,i,i,i,i,4.2
CCOC(=O)c1c(C)[nH]c(C(=O)COC(=O)C2CC(=O)N(Cc3ccccc3)C2)c1C (stereo not given),i,i,1.1,i,i,i,i,i,i,i,44.8
CCCNC(=O)c1c[nH]c2ccc(S(=O)(=O)N(C)c3ccc(OCC)cc3)cc2c1=O,i,i,-0.4,i,i,i,i,i,i,i,16.6
CCOc1ccc2nc(Cl)c(C3CC(c4ccccc4)=NN3C(=O)c3ccco3)cc2c1 (stereo not given),i,i,0.5,i,i,i,i,i,i,i,0.8
CC(C)C(C)(C#N)NC(=O)CSc1ncnc2sc(-c3ccccc3)cc12 (stereo not given),i,i,-0.6,i,i,i,i,i,i,i,11.5
O=C1Nc2ccccc2C12OCC(COc1ccc(Cl)cc1)O2 (stereo not given),i,i,0.7,i,i,i,i,i,i,i,-28.2
COC(=O)c1ccc(S(=O)(=O)N2CCN(C(c3ccccc3)c3ccccc3)CC2)n1C,i,i,-0.3,i,i,i,i,i,i,i,12.6
O=C1CN(C(=O)COc2ccccc2)CCN1,i,i,0.0,i,i,i,i,i,i,i,10.5
CCOC(=O)c1ccc(NC(=O)CN2CCN(c3ccccc3)CC2)cc1,i,i,0.0,i,i,i,i,i,i,i,19.7
CCCCn1nnnc1SCC(=O)Nc1ccc2c(c1)OCCO2,i,i,-1.0,i,i,i,i,i,i,i,2.3
CC1(C)CC(=O)C(C(c2ccco2)C2C(=O)CC(C)(C)CC2=O)C(=O)C1,i,i,-0.3,i,i,i,i,-6.82*,i,i,22.1
CN1CCN(C(=O)CCCOc2cc(=O)n(C)c3ccccc23)CC1,i,i,0.5,i,i,i,i,i,i,i,11.2
COc1ccc(C(=O)NCC(c2ccco2)N2CCc3ccccc3C2)cc1 (stereo not given),i,i,2.7,i,i,i,i,i,i,i,7.0
CN(CC(=O)NC1CCCCCC1)S(=O)(=O)c1ccccc1,i,i,2.2,i,i,i,i,i,i,i,14.9
O=C(NCc1cccnc1)Nc1ccc2c(c1)OCO2,i,i,1.6,i,i,i,i,i,i,i,6.1
Oc1ccccc1NCC(O)Cn1ccc2ccccc21 (stereo not given),i,i,0.0,i,i,i,i,-5.3*,i,i,-16.2
CC(=O)COC(=O)c1cc(-c2ccc(C)cc2)nc2ccccc12,i,i,0.1,i,i,i,i,i,i,i,12.6
Cc1cnc(C(=O)OCC(=O)c2ccc(F)c(F)c2)cn1,i,i,-1.0,i,i,i,i,i,i,i,25.8
COc1ccc(N2CC(C(=O)Nc3nc4ccc(S(C)(=O)=O)cc4s3)CC2=O)cc1 (stereo not given),i,i,0.3,i,i,i,i,i,i,i,-4.5
COc1ccc(NC(=O)CC2C(=O)N(c3cccc(OC)c3)C(=O)N2C2CCCCC2)cc1 (stereo not given),i,i,0.2,i,i,i,i,i,i,i,7.3
CCOc1ccc(OCCSc2nc(N)cc(=O)[nH]2)cc1,i,i,-0.2,i,i,i,i,i,i,i,42.7
CCC(=O)N1CCc2cc(S(=O)(=O)CCC(=O)N3CCN(c4ccc(Cl)cc4)CC3)ccc21,i,i,-0.2,i,i,i,i,i,i,i,0.6
Cc1cccc(C(=O)N2CCc3cc(-c4csc(NC(=O)CN5CCCC5)n4)ccc32)c1,i,i,0.2,i,i,i,i,i,i,i,-3.8
CC(Nc1ccccc1N1CCCCC1)C(=O)N1CCc2ccccc21 (stereo not given),i,i,-0.9,i,i,i,i,i,i,i,10.0
O=C(c1ccco1)c1nc2c(n1O)CCCCC2,i,i,-0.1,i,i,i,i,i,i,i,11.1
